VLA-4 allo ag: allosterically activates the human VLA-4 integrin; P13612; Jurkat cells, LDV-FITC binding, flow cytometry; activation, % at 10 µM (by protocol); 24,000 tested, under 10 active; AID 528;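 active means fluorescent ligand binding to cells raised by more than 40% of the manganese-induced maximum; inconclusive means compound's own fluorescence above 85% of the ligand control signal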;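 further: 0% = ligand binding without compound and 100% = manganese-stimulated maximal binding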
Target sequence (P13612 whole entry, looked up): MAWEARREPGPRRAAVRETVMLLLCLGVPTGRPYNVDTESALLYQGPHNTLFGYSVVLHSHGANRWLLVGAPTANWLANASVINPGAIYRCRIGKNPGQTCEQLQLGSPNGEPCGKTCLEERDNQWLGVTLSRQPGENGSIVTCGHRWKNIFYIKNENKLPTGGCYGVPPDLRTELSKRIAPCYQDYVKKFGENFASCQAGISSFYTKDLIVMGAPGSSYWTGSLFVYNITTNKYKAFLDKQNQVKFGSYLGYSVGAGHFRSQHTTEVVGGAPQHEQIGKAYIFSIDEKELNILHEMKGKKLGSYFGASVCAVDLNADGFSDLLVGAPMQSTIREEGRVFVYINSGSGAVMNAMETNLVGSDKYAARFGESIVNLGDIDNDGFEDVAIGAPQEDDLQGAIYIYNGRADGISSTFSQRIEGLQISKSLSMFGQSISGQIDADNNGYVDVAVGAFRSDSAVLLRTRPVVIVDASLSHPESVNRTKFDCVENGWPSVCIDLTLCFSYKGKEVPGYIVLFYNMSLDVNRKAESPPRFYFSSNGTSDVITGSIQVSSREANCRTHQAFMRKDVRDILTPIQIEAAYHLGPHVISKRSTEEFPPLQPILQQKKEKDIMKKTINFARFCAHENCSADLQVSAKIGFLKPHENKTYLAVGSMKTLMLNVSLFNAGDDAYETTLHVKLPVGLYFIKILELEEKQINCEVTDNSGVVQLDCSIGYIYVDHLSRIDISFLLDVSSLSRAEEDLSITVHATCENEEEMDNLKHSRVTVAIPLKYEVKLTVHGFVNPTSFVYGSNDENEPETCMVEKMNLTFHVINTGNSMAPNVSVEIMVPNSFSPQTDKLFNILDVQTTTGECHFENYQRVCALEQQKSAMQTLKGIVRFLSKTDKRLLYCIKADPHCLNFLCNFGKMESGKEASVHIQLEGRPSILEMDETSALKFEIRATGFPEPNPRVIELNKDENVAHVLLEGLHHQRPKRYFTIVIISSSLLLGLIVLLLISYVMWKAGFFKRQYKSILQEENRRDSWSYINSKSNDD
LNCaP diff act: activators of LNCaP prostate cell differentiation | actives 0.56% (n = 24,000) | flow cytometry side scatter, 4 d | side scatter shift, % at 10 µM | AID 795;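 active means side scatter shift above 30%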;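 further: androgen-responsive LNCaP prostate cancer cells in charcoal-stripped serum medium; percent of cells past a gate set so DMSO wells show 10% shift; higher shift means more granular cells and more differentiation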
VLA-4 antagonist: inhibition of LDV-FITC ligand binding to human VLA-4 integrin; inhibition, % at 10 µM (by protocol); Jurkat cells, LDV-FITC binding with Mn2+, flow cytometry; 100% = Mn2+-driven binding gain fully reversed; P13612; actives 0.2% (n = 24,000);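 active means inhibition above 50%; inconclusive means compound itself fluorescent, judged against control cell fluorescence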;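 further: 0% = Mn2+ stimulated cells lacking compound and 100% = ligand binding without Mn2+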
Autofluor Jurkat: compound fluoresces in Jurkat cells, VLA-4 screen interference; actives 0.61% (n = 24,000); fluorescence ratio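 (tested at 10 µM compound in the well)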; compound autofluorescence, flow cytometry; stronger effect = higher value; 1 = vehicle-only cell background; AID 576;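 active means fluorescence ratio above 2.44, which is 1 plus 3 SD of all ratios; inconclusive means signal too bright to measure linearly, ratio around 10 or more; inactive means fluorescence ratio below 2.44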;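 further: green fluorescence of cells measured with 488 nm excitation and 530 nm emission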
Active calls of the source: *; ? = inconclusive; . = not tested or not shown. This is a subset; count on the stated rates, not on these rows.

SMILES	VLA-4 allo ag	LNCaP diff act	VLA-4 antagonist	Autofluor Jurkat
Clc1ccc(Cn2cc(/C=N/n3cnnc3)c3ccccc32)cc1	0	2	12	1.1
Cc1ccc2c(c1)NC(=O)C(CC(=O)NCCCN1CCCC1=O)O2 (configuration not stated)	2	1	-6	1
COc1ccc(N2C(=O)CC(N3CCCC4CCCCC43)C2=O)cc1 (configuration not stated)	-1	5	-5	1.2
COc1cccc(-c2nc(CS(=O)(=O)CC(=O)NCCCN3CCc4ccccc4C3)c(C)o2)c1	1	8	9	1.1
CCOC(=O)Cn1nc(-c2ccc(Cl)cc2)ccc1=O	0	5	-6	1
COc1cc(OC)c(NC2c3ccccc3C(=O)N2c2cc(C)ccn2)cc1Cl (configuration not stated)	7	6	2	1.1
Cc1ccc2[nH]c3c(N4CCN(Cc5ccc6c(c5)OCO6)CC4)ncnc3c2c1	?	.	?	1.3
CCC1CCc2c(sc3ncnc(N4CCOCC4)c23)C1 (configuration not stated)	?	8	?	1
C[C@@H]1C[C@H](O)c2cc(Cl)ccc2N1	9	13	-10	1
CCOc1ccc(OCC)c(NC(=O)c2[nH]c(C)c(C(C)=O)c2C)c1	8	23	-20	1
COCCCNC(=O)c1c(N)n(-c2cccc(S(N)(=O)=O)c2)c2nc3ccccc3nc12	-2	4	-12	1.3
O=C(Cn1cc2c(n1)CCCC2)Nc1cc(-c2cccc(Cl)c2)no1	3	11	-12	1.1
Cc1cc(=O)n(CC(C)C)c(O)c1C#N	4	13	-28	1.1
CCSc1nc2c(c(=O)[nH]1)C(c1ccncc1)C(C(=O)OC(C)C)=C(C)N2 (configuration not stated)	-3	4	-9	1
COc1ccc(Br)cc1C1N2CC3(C)CN1CC(C)(C2)C3=O (configuration not stated)	-18	3	-32	1.2
CCc1nnc(NC(=O)C2Cc3ccccc3C(=O)O2)s1 (configuration not stated)	6	4	-3	1.1
COc1ccccc1N(CC(=O)Nc1cccnc1)S(C)(=O)=O	-2	8	-22	1
CCOc1ccc(S(=O)(=O)N2CCN(c3ccccc3OC)CC2)c2cccnc12	-2	7	-8	0.99
CCN1CCN(S(=O)(=O)c2ccc3[nH]c(=O)oc3c2)CC1	5	3	1	1.2
N#Cc1nc(COc2cccc(Cl)c2)oc1NCc1ccco1	2	8	-17	1.1
CCOc1ccc(C2C=C(c3ccc(F)cc3)Nc3ncnn32)cc1 (configuration not stated)	2	3	-24	1
Cc1oc(-c2ccccc2F)nc1CN1CCC(C(=O)NC2CCCCCCC2)CC1	?	6	?	1.1
O=C(CCCCCN1C(=O)c2ccccc2C1=O)NCc1ccccn1	3	7	-9	0.97
O=C(NC1CC1)C1CC(=O)N(C2CCCCC2)C1 (configuration not stated)	7	10	-7	0.95
CC(=O)N1CCN(c2ccc(NC(=O)c3ccc(C(C)(C)C)cc3)cc2)CC1	?	5	?	1.1

A section from further up, as a working copy:
SMILES	VLA-4 allo ag	LNCaP diff act	VLA-4 antagonist	Autofluor Jurkat
Clc1ccc(Cn2cc(/C=N/n3cnnc3)c3ccccc32)cc1	0	2	12	1.1
Cc1ccc2c(c1)NC(=O)C(CC(=O)NCCCN1CCCC1=O)O2 (configuration not stated)	2	1	-6	1
COc1ccc(N2C(=O)CC(N3CCCC4CCCCC43)C2=O)cc1 (configuration not stated)	-1	5	-5	1.2

Further records follow.
SMILES	VLA-4 allo ag	LNCaP diff act	VLA-4 antagonist	Autofluor Jurkat
COc1ccccc1N1CCN(C(=O)C2C3C=CC4(CN(Cc5ccccc5Cl)C(=O)C24)O3)CC1 (configuration not stated)	2	11	-7	0.95
C=C(C)COc1ccc(-c2n[nH]c(C)c2-c2ccccc2)c(O)c1	3	3	0	0.92
O=C(CC(NS(=O)(=O)c1ccc(Cl)cc1)c1ccco1)NCc1ccco1 (configuration not stated)	-15	1	7	1
O=C(NCCCN1CCCCC1)c1ccc2c(=O)n(CCc3ccccc3)c(=O)[nH]c2c1	?	20	?	1.2
CCOC(=O)C1=C(C)NC(C)=C(C(=O)OCC)C1c1cc(N)ccc1OC(F)F	-17	4	-9	1.2
COc1ccc(N2CCN(C(=O)c3cc4c(-c5ccc(Cl)cc5)nn(C)c4s3)CC2)cc1	-7	6	7	1.1
O=C(O)C1CCCN1C(=O)OCc1ccccc1 (configuration not stated)	-2	18	-1	0.98
Cc1ccc(-c2nc3cc(N)ccc3o2)cc1	3	2	-9	1.1
COCCn1c(C)c(C(=O)O)sc1=S	-5	10	-16	1.1
COC(=O)C1=C(C)OC(N)=C(C#N)C1c1cc(OC)ccc1OC (configuration not stated)	-3	4	17	1.1
CCCc1cc(C(=O)NC2CCCC2)no1	5	10	-4	1
Cc1ccc(S(=O)(=O)n2nc(OC(=O)C3CCCCC3)cc2N)cc1	2	4	-14	0.87
O=C(OCn1nnc2ccccc2c1=O)c1cccnc1	0	13	1	1.1
CCOC(=O)CCc1c(C)nc2c(c(C)nn2C(C)(C)C)c1C	?	7	?	1.5
CCCC1(C(=O)OCC)NC(c2ccc(N(C)C)cc2)C2C(=O)N(c3ccccc3)C(=O)C21 (configuration not stated)	-6	15	-2	1.1
CC(NC(=O)c1cc(-c2ccc(Br)cc2)on1)c1ccccc1 (configuration not stated)	-1	11	1	1.1
CCCCc1nc2c(=O)[nH]c3ccccc3c2o1	?	4	?	1.2
Cn1c(SCC(=O)Nc2ccc3c(c2)oc2ccccc23)nnc1-c1ccccc1	-8	5	6	1.1
COc1ccc(OC)c2sc(N3CCN(c4ccccc4)CC3)nc12	-1	7	33	1.1
CCOC(=O)c1cccc(NC(=O)CCc2nc(-c3ccccc3F)no2)c1	-2	1	10	1
CCOCCCNC(=O)C1CCN(S(=O)(=O)N2CCCCC2)CC1	-2	11	15	1.1
Fc1ccc2[nH]c3c(N4CCN(Cc5ccc6c(c5)OCO6)CC4)ncnc3c2c1	?	.	?	1.2
O=C1CSC(c2cn(-c3ccccc3)nc2-c2ccccc2)N1Cc1ccco1 (configuration not stated)	-9	4	-1	1.1
COc1ccc(OC)c(-c2nnc(SCC(=O)N3CCCc4ccccc43)o2)c1	-5	4	14	1
Cc1ccc(S(=O)(=O)N2CCN(C(=O)c3ccccc3)C2C(C)C)cc1 (configuration not stated)	2	9	-6	1

Entries of single compounds as entered above. Screens in order: VLA-4 allo ag	LNCaP diff act	VLA-4 antagonist	Autofluor Jurkat
Profile of Cc1ccc(-c2nc3cc(N)ccc3o2)cc1 = 3	2	-9	1.1
Profile of O=C(O)C1CCCN1C(=O)OCc1ccccc1 (configuration not stated) = -2	18	-1	0.98

(continued)
SMILES	VLA-4 allo ag	LNCaP diff act	VLA-4 antagonist	Autofluor Jurkat
O=C(CCNC(=O)Cn1cnc2ccccc2c1=O)NCC1COc2ccccc2O1 (configuration not stated)	1	7	-12	0.98
O=C(CSc1ccccc1C(=O)NCCCN1CCCC1=O)NCc1ccco1	0	4	2	1
CCc1ccccc1S(=O)(=O)Cc1ccc(C(=O)NC(C)C)o1	0	5	-12	1
O=C(CCNS(=O)(=O)c1ccc(Br)cc1)NCc1ccc2c(c1)OCO2	?	2	?	1.1
CC(=O)OCC(=O)[C@@]1(O)CC[C@H]2[C@@H]3CCC4=CC(=O)CC[C@]4(C)[C@H]3[C@@H](O)C[C@@]21C	12	5	-39	1
CCC1CCCCN1S(=O)(=O)c1ccc(C(=O)Nc2nnc(-c3ccccc3Cl)o2)cc1 (configuration not stated)	3	14	-12	1.1
O=C1OCCC1Sc1ncnc2sc3c(c12)CCC3 (configuration not stated)	0	11	-22	1
COc1ccc(C2C(C#N)=C(N)OC3=C2C(=O)CC(C)C3)c(OC)c1OC (configuration not stated)	8	2	-16	0.93
COc1ccc(C2C(C(=O)NCc3ccccn3)c3ccccc3C(=O)N2C)cc1OC (configuration not stated)	4	3	-9	1
C=CCc1ccccc1OCC(O)CN1CCN(c2ccccc2F)CC1 (configuration not stated)	-13	19	-10	1.1
CC1(C)CC(=O)C2=C(C1)NC(=O)CC2c1cccc(F)c1 (configuration not stated)	-1	3	20	0.95
O=C(CSc1nnc(Cn2c(=O)sc3ccccc32)n1-c1ccccc1)N1CCCCCC1	?	9	?	0.98
Cc1cc(=O)n2nc(N3CCCC(C(=O)N4CCN(C)CC4)C3)sc2n1 (configuration not stated)	3	14	-12	1.1
COc1ccc(C(=O)Nc2cc3c(cc2C#N)OCO3)cc1S(=O)(=O)N1CCN(C)CC1	3	10	0	1.1
COC(=O)c1cn(C)c2ccc(S(=O)(=O)N3CCCC3)cc2c1=O	3	3	-12	1
Nc1c(S(=O)(=O)c2ccccc2)nnn1-c1ccccc1	-4	6	-28	1.1
COc1cccc(C2C3=C(CCCC3=O)Nc3nc(-c4cc(OC)c(OC)c(OC)c4)nn32)c1 (configuration not stated)	?	5	?	1.4
Oc1ccccc1-c1nnc(-c2ccc(C(F)(F)F)cc2)o1	12	21	-28	1
CCOc1cc2[nH]c(=O)n(CCC(=O)NCCc3ccc(OC)c(OC)c3)c(=O)c2cc1OCC	-4	8	3	1
CCn1c(=O)cc(OCC(=O)N2CCN(C(=O)c3ccco3)CC2)c2ccccc21	-3	6	-8	1.2
COc1ccc(CCn2c(=S)[nH]c3cc(C(=O)NCc4ccco4)ccc3c2=O)cc1OC	?	13	?	1.2
O=C(COC(=O)c1cnccn1)Nc1ccc2c(c1)OCO2	-3	7	-20	1
CCCc1nnc2n1N=C(c1ccc(OC)c(OC)c1)CS2	-6	7	6	0.95
COc1cc(OC)cc(OCC(O)Cn2cnc(-c3ccccc3)c2)c1 (configuration not stated)	-8	3	-10	0.97
Cc1ccc(NC(=O)c2cc(-c3ccc(C)o3)nc3ccccc23)nc1	?	21	?	1.1

A different layout for some results above.
> COc1ccc(CCn2c(=S)[nH]c3cc(C(=O)NCc4ccco4)ccc3c2=O)cc1OC
  VLA-4 allo ag: ?
  LNCaP diff act: 13
  VLA-4 antagonist: ?
  Autofluor Jurkat: 1.2

> COc1ccc(Br)cc1C1N2CC3(C)CN1CC(C)(C2)C3=O (configuration not stated)
  VLA-4 allo ag: -18
  LNCaP diff act: 3
  VLA-4 antagonist: -32
  Autofluor Jurkat: 1.2

> CCOC(=O)CCc1c(C)nc2c(c(C)nn2C(C)(C)C)c1C
  VLA-4 allo ag: ?
  LNCaP diff act: 7
  VLA-4 antagonist: ?
  Autofluor Jurkat: 1.5

> Cc1ccc(NC(=O)c2cc(-c3ccc(C)o3)nc3ccccc23)nc1
  VLA-4 allo ag: ?
  LNCaP diff act: 21
  VLA-4 antagonist: ?
  Autofluor Jurkat: 1.1

Additional results
SMILES	VLA-4 allo ag	LNCaP diff act	VLA-4 antagonist	Autofluor Jurkat
O=C(O)CCC(=O)N1CCOc2ccc(Cl)cc21	4	18	-30	1.1
CCOC(=O)c1nnn(-c2nonc2-n2cccc2)c1CN1CCCCC1	0	10	1	1.1
CCn1c(=O)cc(SCC(=O)NCC2CCCO2)c2ccccc21 (configuration not stated)	4	13	2	1
O=C1CCc2cc(S(=O)(=O)NCCC(=O)NC3CCN(Cc4ccccc4)CC3)ccc2N1	-2	5	-6	1
CCCCCn1c(N2CCN(Cc3ccccc3)CC2)nc2c1c(=O)[nH]c(=O)n2C	-12	3	2	1.2
Cn1c(=O)c2cc(S(=O)(=O)NCCC(=O)N3CC=C(c4ccccc4)CC3)ccc2n(C)c1=O	-12	14	16	1.3
COCCN(CCOC)Cc1c(C)[nH]c2ccccc2c1=O	0	8	-17	1.1
